APOBEC3A inh = APOBEC3A ssDNA deaminase inhibitors, primary screen, selectivity assay for APOBEC3G inhibitor project, biochemical, FAM/TAMRA oligo cleavage fluorescence; DNA dC->dU-editing enzyme APOBEC-3A (Homo sapiens), P31941; recombinant A3A, FAM/TAMRA ssDNA deamination fluorescence; inhibition, % at 20 µM; actives 0.41% (n = 330,000);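 active = at least 40% inhibition at 20 µM here, with at most 30% in a related deaminase screen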;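 note: plate controls were A3A with DMSO for no effect and wells lacking A3A enzyme for full effect; some results filed as inactive read as strong as hits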
Target sequence (P31941 whole entry, looked up): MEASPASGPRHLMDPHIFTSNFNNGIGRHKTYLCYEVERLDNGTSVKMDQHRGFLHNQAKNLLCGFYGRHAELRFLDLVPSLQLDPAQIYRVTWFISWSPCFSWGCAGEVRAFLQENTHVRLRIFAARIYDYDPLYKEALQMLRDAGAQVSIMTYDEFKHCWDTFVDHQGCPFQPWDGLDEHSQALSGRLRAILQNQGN
hIAP activ = human IAP activators, primary screen, biochemical, luminescence, uHTS; Intestinal-type alkaline phosphatase (Homo sapiens), P09923; purified human IAP, CDP-Star luminescence, 30 min; active compounds read high; 1 = vehicle-only enzyme, 0 = enzyme-free background; activation factor at 10 µM; actives 0.16% (n = 330,000); AID 2524, 2010;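 active = activation factor of the enzyme at least 2-fold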; note: the source names both 10 and 20 µM as test concentration; values of inactives mirror those of a sister screen read the other way
MIN6 prolif = inducers of MIN6 beta-cell proliferation, primary screen, ATP luminescence, uHTS; AID 2380, 2010; proliferation, % at 10 µM; actives 0.29% (n = 330,000); MIN6 cells proliferation, ATPlite luminescence, 48 h; cells starved in 0.2% serum; 100% = growth in 10% serum;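 active = compounds whose signal lies at least 3.5 SD above the mean of all wells on their plate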;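 note: 0% = DMSO-treated cells in low-serum medium and 100% = 10% serum control; some compounds called inactive have numbers as strong as hits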
mIAP act = activators of mouse IAP, primary screen, biochemical, luminescence, uHTS. actives 0.24% (n = 330,000). activation factor at 10 µM. intestinal alkaline phosphatase [Mus musculus]. muIAP, CDP-Star luminescence, 30 min; active compounds read high; 1 = vehicle-only enzyme signal, 0 = enzyme-free wells;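 active = activation factor of at least 2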; note: the source names both 10 and 20 µM as test concentration; values of inactives mirror those of a sister screen read the other way
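also added = chemiluminescent substrate CDP-Star | test system = mouse IAP enzyme | signal = chemiluminescence readout | compound = DMSO-dissolved test compounds | incubation = 30 min at room temperature | benchmarks = DMSO wells, no-enzyme wells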
NLRP3 yeast inh = NALP3 inflammasome inhibitors in reconstituted yeast, primary screen, luminescence, uHTS | Yeast reconstituted NLRP3/ASC/caspase-1, beta-gal luminescence, 24 h | inhibition, % at 10 µM | actives 0.39% (n = 330,000);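 active = inhibition of 50% or more; inactive = inhibition below 50%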;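 note: plate controls were induced DMSO wells for no effect and uninduced yeast grown without galactose for full effect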
SENP1 FRET inh = human SENP1 catalytic domain inhibitors, primary screen, biochemical, FRET, uHTS; Sentrin-specific protease 1 (Homo sapiens), Q9P0U3; recombinant SENP1 catalytic domain, CyPet-SUMO1-YPet FRET cleavage; inhibition, % at 10 µM; actives 0.21% (n = 360,000); AID 624204, 2012;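 active = inhibition at least 30% at 10 µM, raw YFP signal under a set limit, fluorescence ratio 0.5 to 1.5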;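 note: 0% = enzyme with DMSO and 100% = no enzyme wells; some results filed as inactive read as strong as hits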
Target sequence (Q9P0U3 419-644 limits assumed): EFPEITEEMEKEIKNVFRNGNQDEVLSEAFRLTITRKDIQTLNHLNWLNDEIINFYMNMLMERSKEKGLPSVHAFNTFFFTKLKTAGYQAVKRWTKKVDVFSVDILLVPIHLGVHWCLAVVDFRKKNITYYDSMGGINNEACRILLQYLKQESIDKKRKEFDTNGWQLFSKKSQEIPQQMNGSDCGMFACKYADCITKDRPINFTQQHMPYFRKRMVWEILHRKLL
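material = recombinant human SENP1 catalytic domain, His6-tagged | quantity = 20 pM enzyme | reagent = 25 nM SUMO1 FRET substrate | compound dosing = 10 µM single point, 0.5% DMSO | timing = 50 min enzyme reaction, room temperature, light-protected | detection = FRET, CFP and YFP emission | control set = no-enzyme low, enzyme-DMSO high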
hIAP block = human IAP inhibitors, primary screen, biochemical, luminescence, uHTS | Intestinal-type alkaline phosphatase (Homo sapiens), P09923 | purified IAP, CDP-Star luminescence, 30 min | inhibition, % at 10 µM | actives 0.12% (n = 330,000) | AID 2544, 2010;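 active = inhibition reaching a set limit with compound at 10 µM in the primary screen, cut at about 35% in these data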;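 note: plate controls were DMSO wells with enzyme for no effect and no-enzyme buffer wells for full effect; values of inactives mirror those of a sister screen read the other way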
APOBEC3G inh = APOBEC3G DNA deaminase inhibitors, primary screen, biochemical, fluorescence, single-stranded DNA substrate, uHTS | recombinant A3G, ssDNA deamination FAM/TAMRA fluorescence | inhibition, % at 20 µM | actives 0.28% (n = 330,000);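 active = inhibition of at least 40% at 20 µM, with no more than 30% in the related APOBEC3A deaminase screen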;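 note: plate controls were DMSO wells with A3G for no effect and wells lacking A3G enzyme for full effect; some compounds called inactive have numbers as strong as hits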
Target sequence (Q9HC16 whole entry, looked up): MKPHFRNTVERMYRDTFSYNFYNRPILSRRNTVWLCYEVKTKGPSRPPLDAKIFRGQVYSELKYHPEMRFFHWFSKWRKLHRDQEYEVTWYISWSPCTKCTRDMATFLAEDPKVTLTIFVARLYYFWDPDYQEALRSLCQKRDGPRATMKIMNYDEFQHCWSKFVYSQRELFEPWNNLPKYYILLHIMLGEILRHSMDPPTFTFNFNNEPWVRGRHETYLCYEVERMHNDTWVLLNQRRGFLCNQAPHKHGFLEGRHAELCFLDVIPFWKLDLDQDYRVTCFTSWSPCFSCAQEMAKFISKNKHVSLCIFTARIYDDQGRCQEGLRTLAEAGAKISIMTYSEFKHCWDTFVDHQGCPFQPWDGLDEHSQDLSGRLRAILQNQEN
mIAP block = inhibitors of mouse IAP, primary screen, biochemical, luminescence, uHTS. AID 2806, 2010. inhibition, % at 10 µM. purified mouse IAP, CDP-Star luminescence, 30 min. actives 0.2% (n = 330,000). intestinal alkaline phosphatase [Mus musculus];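 active = inhibition of at least 40% at 10 µM in the primary screen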;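 note: plate controls were DMSO with enzyme for no effect and no enzyme wells for full effect; values of inactives mirror those of a sister screen read the other way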
* = called active by the depositor. Not all compounds are listed; count on the stated rates, not on these rows.

Screening CCCc1cc(=O)[nH]c(SCc2cccc(C)c2)n1 returned APOBEC3A inh -3, hIAP activ 0.79, MIN6 prolif -3, mIAP act 0.92, NLRP3 yeast inh 8, SENP1 FRET inh -1, hIAP block 21, APOBEC3G inh -8 and mIAP block 8.
Screening COc1ccc(COCCN2CCN(S(=O)(=O)c3ccccc3)CCC2=O)cc1 returned APOBEC3A inh -1, hIAP activ 0.92, MIN6 prolif 5, mIAP act 1, NLRP3 yeast inh 8, SENP1 FRET inh -1, hIAP block 8, APOBEC3G inh -14 and mIAP block -1.
`COc1ccc(-c2[nH]ncc2-c2ccc3c(c2)OCCO3)c(O)c1` gave APOBEC3A inh -3, hIAP activ 0.97, MIN6 prolif 2, mIAP act 0.99, NLRP3 yeast inh 10, SENP1 FRET inh 2, hIAP block 3, APOBEC3G inh -7 and mIAP block 1.
Screening COc1cc(CNc2ccc(N3CCCCC3)cc2)ccc1OCC(=O)NC(C)(C)C returned APOBEC3A inh -5, hIAP activ 0.88, MIN6 prolif -1, mIAP act 0.87, NLRP3 yeast inh 31, SENP1 FRET inh 1, hIAP block 12, APOBEC3G inh -1 and mIAP block 13.
Screening COC(=O)c1c(C)c(OC(=O)c2c(C)cc(O)c(C=O)c2O)cc(C)c1O returned APOBEC3A inh -5, hIAP activ 0.86, MIN6 prolif -6, mIAP act 0.97, NLRP3 yeast inh 12, SENP1 FRET inh -9, hIAP block 14, APOBEC3G inh -10 and mIAP block 3.
`COc1ccccc1CC(=O)NC1CCCCCC1` gave APOBEC3A inh -4, hIAP activ 0.96, MIN6 prolif -1, mIAP act 1, NLRP3 yeast inh 14, SENP1 FRET inh -2, hIAP block 4, APOBEC3G inh -4 and mIAP block -3.
For CCOC(=O)N1CCN(C(=O)COC(=O)c2cc(Cl)cc(Cl)c2)CC1 the results were APOBEC3A inh -1, hIAP activ 1.1, MIN6 prolif -4, mIAP act 1, NLRP3 yeast inh 5, SENP1 FRET inh 1, hIAP block -13, APOBEC3G inh -5 and mIAP block 0.
Screening COc1ccc(N(CC(O)CN2CCOCC2)S(=O)(=O)c2ccccc2)cc1 (configuration not stated) returned APOBEC3A inh 2, hIAP activ 1.3, MIN6 prolif -5, mIAP act 1, NLRP3 yeast inh 0, SENP1 FRET inh 3, hIAP block -27, APOBEC3G inh 1 and mIAP block -2.
For COc1ccc2[nH]c(O)c(N=NC(=O)c3ccc(NS(=O)(=O)c4cccs4)cc3)c2c1 the results were APOBEC3A inh 6, hIAP activ 0.8, MIN6 prolif -1, mIAP act 0.77, NLRP3 yeast inh 27, SENP1 FRET inh 3, hIAP block 20, APOBEC3G inh 9 and mIAP block 23.
O=C(Nc1cscc1S(=O)(=O)c1ccccc1)c1ccccc1Cl was read as APOBEC3A inh 9, hIAP activ 0.9, MIN6 prolif 1, mIAP act 0.98, NLRP3 yeast inh 7, SENP1 FRET inh -5, hIAP block 10, APOBEC3G inh 2 and mIAP block 2.
Cc1cc(C)c(S(=O)(=O)Nc2ccccc2C(=O)N2CCCC2)c(C)c1 was read as APOBEC3A inh 1, hIAP activ 1, MIN6 prolif 2, mIAP act 0.98, NLRP3 yeast inh 20, SENP1 FRET inh 1, hIAP block -2, APOBEC3G inh -6 and mIAP block 2.
Screening CCOC(=O)C1=C(O)/C(=C\c2sccc2C)N=C1C returned APOBEC3A inh -4, hIAP activ 1.1, MIN6 prolif 0, mIAP act 0.96, NLRP3 yeast inh -11, SENP1 FRET inh -19, hIAP block -9, APOBEC3G inh -7 and mIAP block 4.
O=c1[nH]c2cc(C(F)(F)F)ccc2n1-c1cc(C(F)(F)F)ccc1O was read as APOBEC3A inh -4, hIAP activ 0.83, MIN6 prolif -2, mIAP act 0.96, NLRP3 yeast inh 24, SENP1 FRET inh 2, hIAP block 17, APOBEC3G inh -7 and mIAP block 4.
Screening CC(=O)Nc1ccc(N2C(C(C)=O)=NN(c3ccc(Cl)cc3)C2c2sccc2C)cc1 (configuration not stated) returned APOBEC3A inh -1, hIAP activ 1, MIN6 prolif -5, mIAP act 0.99, NLRP3 yeast inh 22, SENP1 FRET inh -63, hIAP block 0, APOBEC3G inh -1 and mIAP block 1.
`Cc1ccc(S(=O)(=O)c2c[nH]c3ccc(Cl)cc3c2=O)cc1` gave APOBEC3A inh 36, hIAP activ 1.1, MIN6 prolif 5, mIAP act 1, NLRP3 yeast inh 21, SENP1 FRET inh 0, hIAP block -9, APOBEC3G inh -3 and mIAP block -2.

Ordered by molecular weight (rising): part of the list above
`COc1ccccc1CC(=O)NC1CCCCCC1` gave APOBEC3A inh -4, hIAP activ 0.96, MIN6 prolif -1, mIAP act 1, NLRP3 yeast inh 14, SENP1 FRET inh -2, hIAP block 4, APOBEC3G inh -4 and mIAP block -3.
For CCOC(=O)N1CCN(C(=O)COC(=O)c2cc(Cl)cc(Cl)c2)CC1 the results were APOBEC3A inh -1, hIAP activ 1.1, MIN6 prolif -4, mIAP act 1, NLRP3 yeast inh 5, SENP1 FRET inh 1, hIAP block -13, APOBEC3G inh -5 and mIAP block 0.
Screening COc1cc(CNc2ccc(N3CCCCC3)cc2)ccc1OCC(=O)NC(C)(C)C returned APOBEC3A inh -5, hIAP activ 0.88, MIN6 prolif -1, mIAP act 0.87, NLRP3 yeast inh 31, SENP1 FRET inh 1, hIAP block 12, APOBEC3G inh -1 and mIAP block 13.

Continued:
Screening CCOc1cc(/C=N\NC(=O)c2c(C)nc3ccccn23)ccc1O returned APOBEC3A inh -5, hIAP activ 1, MIN6 prolif 0, mIAP act 0.93, NLRP3 yeast inh 5, SENP1 FRET inh 2, hIAP block -4, APOBEC3G inh -8 and mIAP block 7.
`O=C1OC2(CCCCC2)OC(=O)C1=CNc1nc2ccccc2s1` gave APOBEC3A inh -5, hIAP activ 1.1, MIN6 prolif -3, mIAP act 1, NLRP3 yeast inh -4, SENP1 FRET inh -14, hIAP block -14, APOBEC3G inh -7 and mIAP block -1.
CC(=O)Nc1ccc(NS(=O)(=O)c2cc(C)sc2C)cc1 was read as APOBEC3A inh 1, hIAP activ 1.1, MIN6 prolif -2, mIAP act 0.86, NLRP3 yeast inh 4, SENP1 FRET inh 3, hIAP block -10, APOBEC3G inh 3 and mIAP block 14.
For CCCCc1c(O)c2ccccc2[nH]c1=O the results were APOBEC3A inh -8, hIAP activ 0.99, MIN6 prolif -2, mIAP act 1, NLRP3 yeast inh -11, SENP1 FRET inh 1, hIAP block 1, APOBEC3G inh -6 and mIAP block -5.
Screening CC(=O)c1ccc(OCc2cc(C(=O)N3CCCCCCC3)no2)cc1 returned APOBEC3A inh -2, hIAP activ 1.1, MIN6 prolif -2, mIAP act 1.1, NLRP3 yeast inh 17, SENP1 FRET inh 1, hIAP block -9, APOBEC3G inh -14 and mIAP block -5.
`Cc1ccc(O)c(-c2cc3ccccc3[nH]2)c1` gave APOBEC3A inh 3, hIAP activ 1.1, MIN6 prolif -4, mIAP act 0.91, NLRP3 yeast inh -2, SENP1 FRET inh -15, hIAP block -8, APOBEC3G inh -3 and mIAP block 9.
For Cc1cccc(-c2nc3ccccc3c3nncn23)c1 the results were APOBEC3A inh -4, hIAP activ 0.94, MIN6 prolif 0, mIAP act 1, NLRP3 yeast inh -11, SENP1 FRET inh 1, hIAP block 6, APOBEC3G inh -3 and mIAP block 0.
For CCOC(=O)CNC(=O)Cn1cnc2sc(C)c(S(=O)(=O)N3CCC(C)CC3)c2c1=O the results were APOBEC3A inh 1, hIAP activ 1, MIN6 prolif -3, mIAP act 0.97, NLRP3 yeast inh -8, SENP1 FRET inh -1, hIAP block -2, APOBEC3G inh -5 and mIAP block 3.
`Cn1c(/C(C#N)=N/O)nc2ccccc21` gave APOBEC3A inh -5, hIAP activ 1.1, MIN6 prolif -3, mIAP act 0.96, NLRP3 yeast inh 12, SENP1 FRET inh -16, hIAP block -11, APOBEC3G inh -3 and mIAP block 4.
Screening O=C(CSc1nnnn1Cc1ccccc1)N1CCN(c2ccccc2)CC1 returned APOBEC3A inh 47*, hIAP activ 1.1, MIN6 prolif -4, mIAP act 0.98, NLRP3 yeast inh 16, SENP1 FRET inh 3, hIAP block -13, APOBEC3G inh 13 and mIAP block 2.
COc1ccc(S(=O)(=O)n2oc(=O)cc2-c2ccccc2)cc1 was read as APOBEC3A inh -2, hIAP activ 0.85, MIN6 prolif -3, mIAP act 1, NLRP3 yeast inh -37, SENP1 FRET inh 0, hIAP block 15, APOBEC3G inh -4 and mIAP block -2.
Screening C=CCc1cc(C=O)cc(OCC)c1OCc1ccc(Cl)cc1 returned APOBEC3A inh -2, hIAP activ 0.98, MIN6 prolif -6, mIAP act 1.1, NLRP3 yeast inh 7, SENP1 FRET inh 6, hIAP block 2, APOBEC3G inh -6 and mIAP block -8.
Screening CC(C)COc1ccc(C(=O)Nc2ccc(NC(=O)c3ccco3)cc2)cc1 returned APOBEC3A inh 0, hIAP activ 1, MIN6 prolif 0, mIAP act 1.1, NLRP3 yeast inh -4, SENP1 FRET inh 0, hIAP block -2, APOBEC3G inh -6 and mIAP block -12.
`CC(=O)N1N=C(c2ccccc2)CC1c1ccc2c(c1)OCO2` (configuration not stated) gave APOBEC3A inh 0, hIAP activ 1.1, MIN6 prolif 1, mIAP act 1.1, NLRP3 yeast inh 14, SENP1 FRET inh 1, hIAP block -10, APOBEC3G inh -1 and mIAP block -5.
`Cc1cc(C)cc(NC(=O)Cn2ncn3c(cc4ccccc43)c2=O)c1` gave APOBEC3A inh -2, hIAP activ 0.97, MIN6 prolif 0, mIAP act 1.1, NLRP3 yeast inh 22, SENP1 FRET inh -7, hIAP block 3, APOBEC3G inh -1 and mIAP block -9.
C/C(=C\c1ccc(Br)cc1)C(=O)c1c(C)cc(C)[nH]c1=O was read as APOBEC3A inh 0, hIAP activ 0.96, MIN6 prolif -2, mIAP act 1.1, NLRP3 yeast inh 18, SENP1 FRET inh 1, hIAP block 4, APOBEC3G inh -2 and mIAP block -7.
`Cc1ccn2c(NC(=O)c3cccs3)c(-c3ccccc3)nc2c1` gave APOBEC3A inh -2, hIAP activ 1, MIN6 prolif -2, mIAP act 1.1, NLRP3 yeast inh 11, SENP1 FRET inh 2, hIAP block -3, APOBEC3G inh -6 and mIAP block -7.
Screening Cc1ccccc1OCC(=O)Nc1ccccc1-c1ccccc1 returned APOBEC3A inh 3, hIAP activ 0.91, MIN6 prolif -3, mIAP act 0.94, NLRP3 yeast inh 23, SENP1 FRET inh 1, hIAP block 9, APOBEC3G inh -3 and mIAP block 6.

Screening results: PubChem, Sanford-Burnham Center for Chemical Genomics
